EP2 modulator: modulators of human EP2 prostaglandin E2 receptor | P43116 | EP2-expressing cells, cAMP HTRF FRET, PGE2 co-stimulation | induction, % at 25 µM | 0.83% of 260,000 active;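 active = compounds whose cAMP rise, as percent of the full-agonist control response, exceeds 60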;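 note: rat C6 glioma line stably carrying human EP2 under a CMV promoter; the protocol text gives 20 µM as final concentration; 100% = response of wells given 1 µM PGE2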
14-3-3 Bad inh: disrupts binding of bovine 14-3-3 zeta to phospho-Bad peptide | P63103 | TR-FRET 14-3-3zeta/Dy647-pBad peptide displacement, 1 h | inhibition, % at 21.7 µM | 0.71% of 220,000 active | AID 781;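 active = inhibition above about 70%, limit read from the data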;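 note: 0% = full 14-3-3 plus peptide FRET controls and 100% = background without 14-3-3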
Target sequence (P63103 whole entry, looked up): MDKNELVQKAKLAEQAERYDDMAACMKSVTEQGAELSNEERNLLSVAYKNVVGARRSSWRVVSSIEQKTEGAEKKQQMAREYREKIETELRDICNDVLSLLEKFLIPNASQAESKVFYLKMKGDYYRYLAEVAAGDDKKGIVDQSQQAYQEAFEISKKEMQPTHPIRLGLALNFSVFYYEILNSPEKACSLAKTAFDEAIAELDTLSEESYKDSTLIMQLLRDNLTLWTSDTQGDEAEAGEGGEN
TRPML3 ag: activates the human TRPML3 channel. Q8TDD5. 0.29% of 220,000 active. activation, % at 3 µM. HEK293 TRPML3-YFP, Fluo-8 calcium fluorescence; 100% = the carbachol control signal. AID 1448;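 active = activation above its plate's cutoff, the mean activation of the plate's test wells plus 3 SD, cut at about 12% in these data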;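 note: 0% = DMSO only wells and 100% = carbachol wells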
Target sequence (Q8TDD5 whole entry, looked up): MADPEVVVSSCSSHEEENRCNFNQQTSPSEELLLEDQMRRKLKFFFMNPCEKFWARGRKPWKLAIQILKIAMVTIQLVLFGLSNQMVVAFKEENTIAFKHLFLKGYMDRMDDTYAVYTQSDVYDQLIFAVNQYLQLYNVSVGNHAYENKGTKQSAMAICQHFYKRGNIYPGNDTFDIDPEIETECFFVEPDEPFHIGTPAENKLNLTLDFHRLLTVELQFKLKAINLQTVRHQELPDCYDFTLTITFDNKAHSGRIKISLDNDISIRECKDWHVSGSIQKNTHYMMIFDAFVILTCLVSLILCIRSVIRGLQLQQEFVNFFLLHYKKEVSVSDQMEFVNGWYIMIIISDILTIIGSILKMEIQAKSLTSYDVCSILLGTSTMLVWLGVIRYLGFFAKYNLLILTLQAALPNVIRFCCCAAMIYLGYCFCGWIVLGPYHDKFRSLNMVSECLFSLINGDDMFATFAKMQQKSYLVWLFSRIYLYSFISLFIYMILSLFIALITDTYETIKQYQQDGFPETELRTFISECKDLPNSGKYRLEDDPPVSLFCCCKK
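system = HEK293 cells stably carrying human TRPML3-YFP | doses = one concentration, 3 µM nominal, 0.3% DMSO | timing = dye loading 1 h 37 °C then 30 min ambient, 125 s read | detection = Fluo-8 calcium dye fluorescence, ex 470-495, em 515-575 nm | benchmarks = high control carbachol 87 µM, low control DMSO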
CHOP inhibitor: CHOP inhibition in unfolded protein response; 3.8% of 220,000 active; AID 2732; inhibition, % at 10 µM; CHO-K1 CHOP-promoter luciferase, tunicamycin-induced, 15-18 h;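 active = compounds that reduced the stress-induced luciferase reporter signal by more than about 70% of percent inhibition, limit read from the data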;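 note: 0% = tunicamycin plus vehicle and 100% = wells without tunicamycin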
EP2 antag: EP2 receptor (human) inhibition | 0.52% of 260,000 active | AID 1422 | P43116 | C6 glioma cells expressing human EP2, cAMP TR-FRET; cells stimulated with saturating PGE2 | inhibition, % at 25 µM;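 active = percent inhibition above 40 after rounding to a whole number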;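 note: rat C6 glioma host cells with rolipram phosphodiesterase inhibitor present; the protocol text gives 20 µM as final concentration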
NPY1 pot ag: potentiators or agonists of human neuropeptide Y receptor Y1 | 0.37% of 220,000 active | P25929 | activation, % at 3.6 µM | AID 1304 | NPY-Y1 expressing cells, potentiator/agonist activation; in the data active = activation above about 33%, passing the limit was not always enough;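 note: cells stimulated with NPY at EC10 then isoproterenol at EC100; 0% = low agonist plus stimulus and 100% = saturating agonist plus stimulus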
PPC-1+TRAIL kill: kills PPC-1 cancer cells in the presence of TRAIL; cell killing (% activity), % at 4 µM; PPC-1 cells + TRAIL, ATPLite viability luminescence; 0.41% of 220,000 active;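 active = cell killing above 50% in the first pass at 4 µM, then a duplicate retest at 5 µM averaging 50% or more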;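 note: plate controls were cells with TRAIL plus DMSO for no effect and medium-only wells lacking cells for full effect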
zfTRPN1 agonist: activates the zebrafish TRPN1 channel; HEK293 zebrafish TRPN1-YFP, Fluo-8 calcium fluorescence; 100% = response to 87 µM carbachol; activation, % at 3 µM; 0.18% of 220,000 active; AID 1424;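 active = activation above its plate's cutoff, the mean activation of test wells on that plate plus 3 SD, cut at about 19% in these data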;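 note: 0% = DMSO alone and 100% = 87 µM carbachol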
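Material: zebrafish TRPN1-YFP in HEK293 cells; Doses: single test compound dose, 3 µM nominal, 0.3% DMSO; Timing: dye loading 1 h at 37 °C, then 30 min room temperature; Technique: intracellular calcium fluorescence with Fluo-8; Benchmarks: high carbachol 87 µM, low DMSO alone.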
NPY-Y1 antag: blocks the human neuropeptide Y Y1 receptor | AID 1040 | HEK293-CNG Y1 cells, membrane potential fluorescence; NPY at EC95, then isoproterenol | 1% of 200,000 active | P25929 | inhibition, % at 3.6 µM;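 active = inhibition above the campaign mean inhibition of all tested compounds plus 3 SD, cut at about 20% in these data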;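 note: 0% = DMSO wells given NPY plus isoproterenol and 100% = isoproterenol alone without NPY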
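Material: HEK293 Y1/CNG channel cell line | Also added: NPY (25 nM), isoproterenol (1 µM), Ro 20-1724 (25 µM) | Compound: One concentration, 3.6 µM, in 0.4% DMSO | Schedule: 3 h dye uptake, 1 h room-temperature compound, 45 min post-isoproterenol | Signal: Membrane-potential fluorescent dye readout | Read-out: % inhibition of NPY effect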
The depositor's hits bear a star; / = not tested or not shown; [ ] = remark or other dose. A portion of the library (hit frequency here may not be typical).

SMILES	EP2 modulator	14-3-3 Bad inh	TRPML3 ag	CHOP inhibitor	EP2 antag	NPY1 pot ag	PPC-1+TRAIL kill	zfTRPN1 agonist	NPY-Y1 antag
Oc1ccc(F)cc1-c1cc(-c2ccc3c(c2)OCCO3)n[nH]1	-42	-2[fluorescence artefact?]	0.9	99*	7	14	29	0.4	-9
CCOC(=O)c1cnc(SCc2nc(N)nc(Nc3ccccc3)n2)nc1N	-32	7	-0.6	31	12	1	29	0.3	2
Clc1ccc(Cn2c(-c3cccnc3Cl)nc3ccccc32)cc1	17	7	0.1	15	6	3	-6	0.4	4
Clc1ccc(-c2csc(=Nc3cccnc3)n2CCCn2ccnc2)cc1Cl	-7	5	-0.3	69	11	-54	17	0.6	29*
CC(=O)N/C(=C\c1ccccc1)C(=O)NC(C)C(=O)O (configuration not stated)	-1	-2	0.1	-12	5	3	21	-1.7	1
Cc1cc(C)n(-c2ccc(C(=O)NC(C)C)cc2)n1	20	-10	-0.3	25	7	-7	4	0.4	2
O=C(COC(=O)/C=C/c1ccco1)Nc1cccc([N+](=O)[O-])c1	8	8	-0.2	7	2	-8	13	-0.9	10
CN(C/C=C/c1ccccc1)C1CCCCC1	-1	-11	0.9	11	1	-3	16	-0.1	4
O=C(Cn1nnc(-c2ccccc2)n1)N/N=C/c1ccco1	-9	-14	0.7	-7	1	-10	9	-0.6	5
COc1cccc(C2C3=C(CCCC3=O)Nc3nc(-c4cc(OC)c(OC)c(OC)c4)nn32)c1 (configuration not stated)	9	42	0.2	-52	6	-13	17	1.4	2
CC(=O)c1cccc(NC(=O)C2CCCN(S(=O)(=O)c3ccccc3)C2)c1 (configuration not stated)	6	1	-0.8	22	4	-20	14	0.9	4
CC1(OC(=O)C2CCCC2)C(=O)C=C2C=C(c3ccsc3)N(C(CO)CO)C=C2C1=O (configuration not stated)	-16	-4	/	-2	20	/	16	/	/
Oc1ccccc1-c1nnc(-c2ccc(C(F)(F)F)cc2)o1	8	-5	0.7	60	22	-16	13	1.7	8
O=C(N/N=C/c1cc2c(cc1Cl)OCO2)c1ccncc1	-14	-13	0.2	-28	11	-22	21	1.6	1
O=C(CSc1nnc(SCc2ccc(Cl)cc2)s1)N1CCOCC1	31	8	0.9	18	8	2	38	1.9	1

Looked up above:
In EP2 modulator, `Cc1cc(C)n(-c2ccc(C(=O)NC(C)C)cc2)n1` reads 20
In 14-3-3 Bad inh, `O=C(COC(=O)/C=C/c1ccco1)Nc1cccc([N+](=O)[O-])c1` reads 8

Following part.
SMILES	EP2 modulator	14-3-3 Bad inh	TRPML3 ag	CHOP inhibitor	EP2 antag	NPY1 pot ag	PPC-1+TRAIL kill	zfTRPN1 agonist	NPY-Y1 antag
Cc1cc(N2CCOCC2)nc(-c2ccc([N+](=O)[O-])cc2)n1	15	-1	1.2	3	/	-12	17	-1.4	4
N#Cc1ccccc1NC(=O)CSc1nnc(-c2ccncc2)o1	-8	11	0.3	-3	6	0	12	0.7	2
COc1ncnc2sc(-c3ccccc3)cc12	-28	1	0.0	8	4	-15	-2	2.5	0
Cc1ccccc1Oc1nc2ccccn2c(=O)c1/C=C(\C#N)C(=O)Nc1c(C)n(C)n(-c2ccccc2)c1=O	22	-3	0.7	13	5	-7	-9	0.8	-6
CCCc1cc(C(N)=O)c(NC(C)=O)s1	8	-1[fluorescence artefact?]	-0.2	13	3	0	-4	-0.6	-5
Cn1c(SCC(=O)Nc2ccc3c(c2)oc2ccccc23)nnc1-c1ccccc1	8	72*[fluorescence artefact?]	0.7	88*	6	-9	22	0.5	3
Cn1c(SCc2cc(=O)n3cc(Br)ccc3n2)nnc1C1COc2ccccc2O1 (configuration not stated)	16	1	0.5	15	17	-20	-7	1.0	12
CCN1CCCC1Cn1cnc2c([nH]c3ccc(OC)cc32)c1=O (configuration not stated)	4	-1	0.5	18	10	7	-3	-1.1	/
Cc1cc(C)nc(N2CCCC(C(=O)Nc3ccc4nc(C)c(C)nc4c3)C2)n1 (configuration not stated)	-24	0[fluorescence artefact?]	-0.2	34	13	-13	5	-0.1	2
NC(=O)c1c(N)sc2c1CCC2	-12	-4	0.7	7	4	-7	8	0.6	2
CCCc1nc(-c2ccc(-c3ccc(F)cc3)cc2)no1	10	9	0.2	-12	10	2	15	2.9	-2
Cc1nc2ccc(N=NC3=C(O)CCCC3=O)cc2s1	-27	6[fluorescence artefact?]	0.8	-16	10	-6	10	1.5	3
Cc1cc(Br)ccc1SCC(=O)Nc1cccnc1	-48	-3	3.2	10	2	-7	27	3.6	0
O=C(c1cc(COc2ccc3ncccc3c2)on1)N1CCCC(O)C1 (configuration not stated)	-28	-4	3.6	29	1	4	-10	3.7	-2
O=C(COC(=O)c1cccnc1Cl)NCc1ccc2c(c1)OCO2	-6	-3[fluorescence artefact?]	0.1	-11	2	-29	12	-0.5	5
Cc1ccc(NC(=O)Cn2cncc2-c2ccc([N+](=O)[O-])cc2)cc1C	-38	33	0.3	81*	/	-25	6	-0.2	2
C=CCn1cccc(C(=O)Nc2ccc(OC)cc2)c1=O	-16	-15	1.3	-5	2	17	-5	0.5	-1
CC1CCCN(C(=O)CSc2nnc(-c3cccnc3)n2C2CCCCC2)C1 (configuration not stated)	22	5	0.4	2	2	-7	-3	-0.5	3
Cc1csc(NC(=O)c2nn(C)c(C)c2[N+](=O)[O-])n1	13	1[fluorescence artefact?]	-0.1	14	12	-1	26	-0.4	-1
COc1ccc(-n2nc3c(c2NC(=O)C2CCCC2)CS(=O)C3)cc1 (configuration not stated)	14	3[fluorescence artefact?]	-0.1	-9	11	5	7	1.4	-1
CCCC1(C(=O)OCC)NC(c2ccc(N(C)C)cc2)C2C(=O)N(c3ccccc3)C(=O)C21 (configuration not stated)	20	9	0.1	-18	6	2	41	-0.6	2
COc1cccc(-n2nc3c(=O)n(Cc4ccccc4Cl)nc(C)c3c2C)c1	25	0[fluorescence artefact?]	0.6	58	7	2	35	1.0	-3
Cn1ncc2nnn(-c3ccccc3)c(=O)c21	2	-7	0.9	7	8	-1	22	0.3	1
CCCCc1nc2c(=O)[nH]c3ccccc3c2o1	13	-3	-0.1	2	5	-1	16	-0.1	-3
Cc1ccc(-n2c(SCC(=O)O)nc3sc4c(c3c2=O)CCCC4)cc1	16	-4	0.1	5	16	11	4	-0.5	-1
CC(NC(=O)c1cc(-c2ccc(Br)cc2)on1)c1ccccc1 (configuration not stated)	13	2	-0.2	27	6	-3	4	1.2	-1
O=C(Nc1cccnc1)c1ccc2nc(-c3ccccc3)c(-c3ccccc3)nc2c1	21	-14	-0.1	1	9	-21	10	-0.1	-4
COC(=O)c1ccc(S(=O)(=O)N(CCO)Cc2ccccc2)n1C	-23	3	0.4	-5	10	-5	-2	-1.1	/
COC(=O)c1sc(-c2cccs2)cc1NC(=O)/C=C/C(=O)O	-110	1	-0.7	-4	63*	-6	9	0.7	/
CN(Cc1ccccc1)C(=O)C1CCN(Cc2ccc(F)cc2)CC1	4	23[fluorescence artefact?]	0.4	3	18	1	-7	0.7	4
Cc1cccc(N2CCN(C(=O)C(C)n3nc(C)n4c(cc5occc54)c3=O)CC2)c1C (configuration not stated)	-35	-3	0.2	50	7	-1	0	1.1	-1
NNc1nc(-c2ccccc2Cl)nc2sc3c(c12)CCCC3	-4	-7[fluorescence artefact?]	0.4	36	9	-19	11	-1.5	-2
O=C(NCc1ccco1)C1CCCN(S(=O)(=O)c2ccc(Cl)cc2)C1 (configuration not stated)	-13	-6	0.3	-12	6	-11	-3	-1.2	-9
O=[N+]([O-])c1cccc(-c2nnc(SCc3cccnc3)o2)c1	15	-2	0.4	-16	11	7	7	0.0	-5
CCOC(=O)C(C)c1nn(C)c(=O)c2ccccc12 (configuration not stated)	2	-1	2.2	-1	13	26	6	3.2	0
Cn1cc2c(=O)n(/N=C/c3ccccc3)cnc2n1	-8	29	0.4	-20	6	11	4	-1.8	4
CCN(CC)C(=O)NC1CC(=O)N(c2ccc(OC)cc2)C1 (configuration not stated)	20	2[fluorescence artefact?]	0.1	15	9	-5	14	-0.7	0
NC(=O)c1ccccc1NC(=O)CCN1C(=O)c2ccccc2C1=O	15	-6[fluorescence artefact?]	-0.4	-1	4	15	6	-1.2	11
O=C(CSc1ccccn1)Nc1ccc(F)c([N+](=O)[O-])c1	-26	-4	0.6	-22	10	-12	-4	0.0	-5
COC(=O)c1cccn(CC(=O)c2ccc(Cl)cc2)c1=O	-4	-1	0.4	1	8	-16	-6	1.3	-2
O=C(c1ccc(Cl)c([N+](=O)[O-])c1)N1CCN(c2ccccc2)CC1	-56	-1	-0.1	-20	2	-4	1	0.0	-4
COc1cc(C)c(Br)cc1S(=O)(=O)NCCCN1CCOCC1	-16	-5	0.1	4	5	8	18	0.3	3
O=C1CC(Nc2cc(=O)[nH]c(=O)[nH]2)C(=O)N1c1ccccc1Cl (configuration not stated)	-9	5	-0.5	0	2	-7	6	1.4	/
COc1ccc(N2CCN(C(=O)c3ccc4c(Cl)c5c(nc4c3)CCCC5)CC2)cc1	-38	-10[fluorescence artefact?]	0.6	56	9	-33	1	-1.8	4
O=C1CSC(c2cn(-c3ccccc3)nc2-c2ccccc2)N1Cc1ccco1 (configuration not stated)	56	-2	-0.7	64	8	-6	15	-1.6	-7

Reprinted at random: 3 compounds from above.
SMILES	EP2 modulator	14-3-3 Bad inh	TRPML3 ag	CHOP inhibitor	EP2 antag	NPY1 pot ag	PPC-1+TRAIL kill	zfTRPN1 agonist	NPY-Y1 antag
COc1ccc(N2CCN(C(=O)c3ccc4c(Cl)c5c(nc4c3)CCCC5)CC2)cc1	-38	-10[fluorescence artefact?]	0.6	56	9	-33	1	-1.8	4
O=C(c1ccc(Cl)c([N+](=O)[O-])c1)N1CCN(c2ccccc2)CC1	-56	-1	-0.1	-20	2	-4	1	0.0	-4
COC(=O)c1cccn(CC(=O)c2ccc(Cl)cc2)c1=O	-4	-1	0.4	1	8	-16	-6	1.3	-2

(continued)
SMILES	EP2 modulator	14-3-3 Bad inh	TRPML3 ag	CHOP inhibitor	EP2 antag	NPY1 pot ag	PPC-1+TRAIL kill	zfTRPN1 agonist	NPY-Y1 antag
COc1ccc(OC)c(-c2nnc(SCC(=O)N3CCCc4ccccc43)o2)c1	15	5	-0.3	7	13	-38	12	-0.2	7
CCOC(=O)c1sc(NC(=O)CCCn2nc([N+](=O)[O-])c(Cl)c2C)c(C(=O)OCC)c1C	15	11[fluorescence artefact?]	0.4	9	2	-9	-1	0.8	-1
COC(=O)c1sc2nc(SCc3ccccc3C)n(N)c(=O)c2c1C	30	-6	0.5	12	0	6	-16	1.2	0
CCOC(=O)c1c(NC(=O)C2C3C=CC(C3)C2C(=O)O)sc2c1CCC(CC)C2 (configuration not stated)	19	0	0.5	72*	6	18	32	1.4	0
